ATXN2 expr inh: ATXN2 expression inhibition. AID 1745845. HEK-293 ATXN2-luciferase reporter, luminescence, 24 h. 0.72% of 360,000 active. Potency, µM (top dose mostly 57 µM), inactives show at the top dose activity change, negative = inhibition, usual class: inhibitors; note: potency is the fitted concentration of half-maximal effect; % is set by controls: 0 for no effect and ±100 for the full control effect; nearly all actives have a fitted effect of over 55% in size
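ATXN2-luciferase reporter cells (luciferase flanked by upstream and downstream ATXN2 gene portions) were treated 24 h at 37 °C with compounds at up to 57 uM. SteadyGlo luminescence gave expression; GF-AFC fluorescence gave viability.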
A549 tox: kills or reduces viability of A549 cells in Nrf2 counter-screen | 0.16% of 390,000 active | AID 504648 | A549 ARE-Fluc cells, CellTiter-Fluor viability, 18-24 h | Potency, µM (top dose mostly 46 µM), for the others: at the top dose activity change, negative = cytotoxicity, hits mostly inhibitors; note: potency is the fitted concentration of half-maximal effect; % is set by controls: 0 for no effect and ±100 for the full control effect
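A549 ARE-Fluc cells in 5% FBS OPTI-MEM, 5000 cells/well, rested 2 h then exposed to compounds in concentration-response for 18-24 h at 37 °C. Viability by CellTiter-Fluor fluorescence (Ex 405/Em 525) after 30 min; luciferase luminescence (BugLite, 15 min, RT) read afterwards.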
S2 tox: viability counter-screen for ATXN expression inhibitors. Potency, µM (highest dose often 56.7 µM), actives largely listed as cytotoxic. 0.49% of 400,000 active. S2 cells (HEK-293 line with an ATXN2-luciferase reporter) viability, CellTiter-Fluor protease fluorescence, 24 h; note: potency is the fitted concentration of half-maximal effect; nearly all actives have a fitted effect of over 40% in size
MCF10A rereplic: DNA re-replication induction in MCF 10a cells; MCF 10A DNA re-replication, Hoechst nuclear intensity, 48 h; Potency, µM (series often up to 46.1 µM), for the others: at the top dose activity, positive = re-replication, most hits filed as activators; 2.9% of 350,000 active; note: potency is the fitted concentration of half-maximal effect; % of control where 0% means no effect; nearly all actives have a fitted effect of over 50% in size
HepG2 tox: kills HepG2 cells in TGF-b inhibitor counter-screen; 0.76% of 410,000 active; HepG2 CAGA-GFP viability, ATP luminescence, 18 h; Potency, µM (doses to about 46.1 µM), for inactives: at the highest dose activity change, negative = cytotoxicity, actives largely listed as cytotoxic; note: potency is the fitted concentration of half-maximal effect; some results filed as inactive show a strong effect at the top dose
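HepG2 CAGA-GFP cells (1000/well, DMEM with 1% FBS) received compound, then TGF-beta at 500 pg/mL final, and were incubated 18 hours at 37 degrees C. Viability was read by CellTiter-Glo luminescence. Media-only wells were set as complete cell-killing and DMSO as no toxicity.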
IL-1B inflam inh: inflammasome signaling inhibition, IL-1 beta readout. 4.7% of 360,000 active. THP-1 LPS/ATP IL-1B secretion, AlphaLISA, 16 h; active compounds read low. activity change, % at 57.5 µM. AID 743279; in the data active = activity change below about -50%; inconclusive = mostly about -30% to -49%; note: % is set by controls: 0 for no effect and ±100 for the full control effect
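THP-1 cells pretreated 1 hr with compounds (up to 57.5 uM final), then stimulated with LPS (250 ng/mL final) plus ATP (1.25 mM final); secreted IL-1B measured by AlphaLISA after 16 hr, decreased signal indicating inhibition.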
Nrf2 ARE act: activators of Nrf2 (ARE) signaling | AREc32 ARE-luciferase reporter (MCF7-derived line), luminescence, 24 h | 0.31% of 410,000 active | AID 624171 | Potency, µM (series often up to 46.1 µM), for the others: at the top dose activation, usual class: activators; note: potency is the fitted concentration of half-maximal effect; % of control where 0% means no effect; nearly all actives have a fitted effect of over 65% in size
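ARE-driven firefly luciferase activity in AREc32 cells measured after a 24 hr compound exposure at 37 deg C, using Steady-Glo reagent and a 30 min room-temperature hold.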
TGFb inhibitor: blocks TGF-b signaling. HepG2 CAGA-GFP TGF-b/SMAD3 reporter, GFP fluorescence, 18 h; TGF-beta stimulated, 500 pg/mL final. 1.2% of 410,000 active. Potency, µM (doses to about 46.1 µM), without a hit: at the highest dose activity, negative = inhibition, usual class: inhibitors; note: potency is the fitted concentration of half-maximal effect; % is set by controls: 0 for no effect and ±100 for the full control effect; nearly all actives have a fitted effect of over 65% in size
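HEPG2 CAGA-GFP cells (1000/well, DMEM with 1% FBS) were pre-incubated 2 h at 37 degrees C, given compound by pin tool, then stimulated with TGF-beta at 500 pg/mL final for 18 h before per-cell GFP fluorescence imaging.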
Nrf2 block: Nrf2 pathway inhibition. A549 ARE-Fluc reporter, luciferase luminescence, 18-24 h. Potency, µM (doses to about 46 µM), inactives show top-dose activity change, negative = inhibition, most hits filed as inhibitors. 2.1% of 360,000 active. AID 504444; note: potency is the fitted concentration of half-maximal effect; % is set by controls: 0 for no effect and ±100 for the full control effect; nearly all actives have a fitted effect of over 60% in size
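Nrf2 activity is the BugLite luminescence, read 15 min after reagent at room temperature, following CellTiter-Fluor cytotoxicity readout (30 min, 37C). Compound titrations were applied for 18-24 h to 5000 A549 ARE_Fluc cells/well in 5% FBS OPTI-MEM.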
The depositor's hits bear a star; & = joins results of further samples; [ ] = dose if it differs, or a comment. Unless noted, calls come from the whole dose curve; as a rule, active = well fitted curve in the direction sought with a large enough effect; inconclusive = small, poorly fitted or top-dose-only effect, or another doubt; inactive = no such curve, though single readings can be large; an effect the other way counts as inactive or inconclusive. An unsorted share of the library, and some 8.8% of all compounds hit somewhere here.

Results for COc1cccc2c1Oc1ncccc1N(C(=O)Nc1cccc(Cl)c1)C2 ?
ATXN2 expr inh: 0%; A549 tox: 0%; S2 tox: inactive; HepG2 tox: 3%; Nrf2 ARE act: 3.3%; TGFb inhibitor: -21%; Nrf2 block: 13%

Results for CC(=O)Nc1ccc(C(=O)OCC(=O)NCc2ccccc2)cc1 ?
ATXN2 expr inh: 15%; A549 tox: -18%; S2 tox: inactive; MCF10A rereplic: inconclusive; HepG2 tox: 13%; IL-1B inflam inh: 33; Nrf2 ARE act: 1.1%; TGFb inhibitor: 8%; Nrf2 block: -13%

Results for COC(=O)CN1C(C(=O)c2ccccc2)=C(OC(=O)c2ccc(F)cc2)c2ccccc2S1(=O)=O ?
ATXN2 expr inh: 14%; A549 tox: -20%; S2 tox: inconclusive; HepG2 tox: -30%; Nrf2 ARE act: -0.3%; TGFb inhibitor: inconclusive; Nrf2 block: 12%

How did C=C(C)Cn1c(CN(C)Cc2ccccc2)nc2c1c(=O)n(C)c(=O)n2C do in these assays?
ATXN2 expr inh: inconclusive; A549 tox: -5%; S2 tox: inactive; MCF10A rereplic: 0%; HepG2 tox: -98%; IL-1B inflam inh: 0; Nrf2 ARE act: -0.9%; TGFb inhibitor: -29%; Nrf2 block: inconclusive

How did O=C(NCc1ccccc1)c1cccnc1Sc1ccccc1 do in these assays?
ATXN2 expr inh: 14%; A549 tox: 0%; S2 tox: inactive; MCF10A rereplic: -6%; HepG2 tox: 1%; IL-1B inflam inh: -17; Nrf2 ARE act: -0.4%; TGFb inhibitor: -2%; Nrf2 block: 6%

Results for CCOc1ccccc1NC(=O)CN1C(=O)CC(c2ccc(C)c(C)c2)=Nc2ccccc21 ?
ATXN2 expr inh: 55%[activator]; A549 tox: -1%; S2 tox: inactive; HepG2 tox: -12%; Nrf2 ARE act: 3.4%; TGFb inhibitor: 23%; Nrf2 block: inconclusive

Results for CC(C)(C)OC(=O)NC(Cc1ccccc1)C(=O)NC1COC2CC(n3cc(F)c(=O)[nH]c3=O)OC12 (stereo not given) ?
A549 tox: 23%; HepG2 tox: -3%; TGFb inhibitor: 1%; Nrf2 block: 10%

Results for O=C(CSc1ncc(-c2ccccc2)[nH]1)Nc1ccccc1 ?
ATXN2 expr inh: 11%&-11%; A549 tox: 1%&-5%; S2 tox: inactive; MCF10A rereplic: inconclusive; HepG2 tox: -11%&-2%; IL-1B inflam inh: -10; Nrf2 ARE act: 4.4%&0.2%; TGFb inhibitor: -13%&-1%; Nrf2 block: inconclusive

Results for COc1ccc(S(=O)(=O)Nc2ccc3c(c2)N(C(C)=O)CCC3)cc1OC ?
ATXN2 expr inh: 9%; A549 tox: 0%; S2 tox: inactive; MCF10A rereplic: 7%; HepG2 tox: 1%; IL-1B inflam inh: -4; Nrf2 ARE act: 0.1%; TGFb inhibitor: -6%; Nrf2 block: -20%

How did COc1ccc(NC(=O)CSc2nnc(C(C)C)n2N)cc1 do in these assays?
ATXN2 expr inh: -2%; A549 tox: 12%; S2 tox: inactive; MCF10A rereplic: -3%; HepG2 tox: -3%; IL-1B inflam inh: 10; Nrf2 ARE act: 0.4%; TGFb inhibitor: -9%

What do the screens show for `CC(=O)N1CCN(CC(=O)Nc2ccccc2C(=O)NCc2ccc(C)cc2)CC1`?
ATXN2 expr inh: -27%; A549 tox: -5%; S2 tox: inactive; MCF10A rereplic: 1%; HepG2 tox: 5%; IL-1B inflam inh: 5; Nrf2 ARE act: 0.0%; TGFb inhibitor: 1%; Nrf2 block: -3%

How did O=C(NCC1CCCO1)c1cc2c(s1)CCC2 (stereo not given) do in these assays?
ATXN2 expr inh: 30%; A549 tox: 0%; S2 tox: inactive; MCF10A rereplic: -1%; HepG2 tox: -11%; IL-1B inflam inh: -19; Nrf2 ARE act: 3.9%; TGFb inhibitor: 9%; Nrf2 block: inconclusive

What do the screens show for `O=S(=O)(Nc1nc2ccccc2nc1N1CCN(c2ccccn2)CC1)c1ccc(Cl)cc1`?
ATXN2 expr inh: 12%; A549 tox: 0%; S2 tox: inactive; MCF10A rereplic: inconclusive; HepG2 tox: -52%; IL-1B inflam inh: 0; Nrf2 ARE act: -1.0%; TGFb inhibitor: 5%; Nrf2 block: inconclusive

What do the screens show for `Cc1cc(S(=O)(=O)NCc2ccc(S(N)(=O)=O)cc2)c(C)s1`?
ATXN2 expr inh: 2%; A549 tox: 5%; S2 tox: inactive; MCF10A rereplic: 1%; HepG2 tox: -17%; IL-1B inflam inh: 0; Nrf2 ARE act: -1.0%; TGFb inhibitor: -5%; Nrf2 block: 4%

How did CCN(CC)CCNc1nc(-n2nc(C)cc2C)nc2sc3c(c12)CC(C)(C)OC3 do in these assays?
ATXN2 expr inh: -2%; A549 tox: inconclusive; S2 tox: inactive; MCF10A rereplic: inconclusive; HepG2 tox: -21%; IL-1B inflam inh: -25; Nrf2 ARE act: 0.4%; TGFb inhibitor: -8%; Nrf2 block: 2%

Of the compounds above, two have fluorine.
Results for COC(=O)CN1C(C(=O)c2ccccc2)=C(OC(=O)c2ccc(F)cc2)c2ccccc2S1(=O)=O ?
ATXN2 expr inh: 14%; A549 tox: -20%; S2 tox: inconclusive; HepG2 tox: -30%; Nrf2 ARE act: -0.3%; TGFb inhibitor: inconclusive; Nrf2 block: 12%

Results for CC(C)(C)OC(=O)NC(Cc1ccccc1)C(=O)NC1COC2CC(n3cc(F)c(=O)[nH]c3=O)OC12 (stereo not given) ?
A549 tox: 23%; HepG2 tox: -3%; TGFb inhibitor: 1%; Nrf2 block: 10%

Continued.
Results for Cc1ccc(NC(=O)c2cc(NC(=O)c3ccccc3C(=O)O)ccc2N2CCCCC2)cc1 ?
ATXN2 expr inh: 5%; A549 tox: 2%; S2 tox: inactive; MCF10A rereplic: -54%[inhibitor]; HepG2 tox: 0%; IL-1B inflam inh: 32; Nrf2 ARE act: 3.7%; TGFb inhibitor: 1%; Nrf2 block: -3%

Results for COc1ccc2c(C#N)c3ccccn3c2c1 ?
A549 tox: 21%; MCF10A rereplic: 23µM*; HepG2 tox: 7%; IL-1B inflam inh: -9; Nrf2 ARE act: -0.3%; TGFb inhibitor: -12%; Nrf2 block: 6%

What do the screens show for `COc1cccc(OC)c1OCCN1CCCC1`?
A549 tox: inconclusive; S2 tox: inactive; MCF10A rereplic: 20%; HepG2 tox: 2%; IL-1B inflam inh: 15; Nrf2 ARE act: -0.4%; TGFb inhibitor: -2%; Nrf2 block: 1%

How did Cc1c(C(=O)c2ccccc2)c(=O)n(C)c(=O)n1C do in these assays?
ATXN2 expr inh: -11%; A549 tox: -8%; S2 tox: inactive; MCF10A rereplic: 0%; HepG2 tox: 5%; IL-1B inflam inh: -1; Nrf2 ARE act: -0.2%; TGFb inhibitor: -2%; Nrf2 block: 11%

How did O=C(CN1C(=O)c2cccc3cccc(c23)C1=O)N1CCCCC1 do in these assays?
ATXN2 expr inh: -4%; A549 tox: 0%; S2 tox: inactive; MCF10A rereplic: 4%; HepG2 tox: 33%; IL-1B inflam inh: -14; Nrf2 ARE act: 5.3%; TGFb inhibitor: -9%; Nrf2 block: -10%

Results for COc1ccc(OC)c(-c2nn(-c3ccccc3)cc2C(=O)N2CCc3ccccc3C2)c1 ?
ATXN2 expr inh: 9%; A549 tox: inconclusive; S2 tox: inconclusive; MCF10A rereplic: 10%; HepG2 tox: 1%; IL-1B inflam inh: inconclusive; Nrf2 ARE act: 4.1%; TGFb inhibitor: -13%; Nrf2 block: inconclusive

What do the screens show for `CCOC(=O)c1c(NC(=O)CN2CCOCC2)sc(C(=O)NC)c1C`?
ATXN2 expr inh: 4%; A549 tox: 4%; S2 tox: inactive; MCF10A rereplic: 1%; HepG2 tox: -20%; IL-1B inflam inh: -3; Nrf2 ARE act: 0.4%; TGFb inhibitor: 0%; Nrf2 block: 11%

Results for CCOC(=O)C1CCN(C(c2ccc(F)cc2)c2sc3nc(-c4ccco4)nn3c2O)CC1 (stereo not given) ?
ATXN2 expr inh: 10%; A549 tox: -3%; S2 tox: inactive; HepG2 tox: -18%; Nrf2 ARE act: 0.0%; TGFb inhibitor: -29%

What do the screens show for `c1ccc(-c2cn(-c3ccccc3)c3ncnc(N4CCCCC4)c23)cc1`?
A549 tox: -9%; S2 tox: inactive; MCF10A rereplic: 16µM*; HepG2 tox: 7%; IL-1B inflam inh: -57*; Nrf2 ARE act: -1.4%; TGFb inhibitor: 16%; Nrf2 block: -20%

Results for C=CCn1cnc2scc(-c3ccc(C)c(C)c3)c2c1=O ?
A549 tox: 8%; S2 tox: inactive; MCF10A rereplic: -3%; HepG2 tox: 4%; IL-1B inflam inh: -7; Nrf2 ARE act: 2.7%; TGFb inhibitor: 7%; Nrf2 block: inconclusive

How did Cc1cc(C)nc(SCc2nc(N)nc(-c3ccccc3O)n2)n1 do in these assays?
ATXN2 expr inh: -1%; A549 tox: 2%; S2 tox: inconclusive; MCF10A rereplic: inconclusive; HepG2 tox: -15%; IL-1B inflam inh: 56; Nrf2 ARE act: 2.7%; TGFb inhibitor: -3%; Nrf2 block: -29%

What do the screens show for `O=[N+]([O-])c1c(NCCO)cc(N2CCN(Cc3ccc4c(c3)OCO4)CC2)c2nonc12`?
ATXN2 expr inh: 4%; A549 tox: 5%; S2 tox: inactive; MCF10A rereplic: 12%; HepG2 tox: 1%; IL-1B inflam inh: 3; Nrf2 ARE act: 0.9%; TGFb inhibitor: 5%; Nrf2 block: 7%

High-throughput results as filed in PubChem.
